# GAA glycogen mod = qHTS Assay for Inhibitors and Activators of Human alpha-Glucosidase Cleavage of Glycogen. Lysosomal alpha-glucosidase (Homo sapiens), P10253. recombinant GAA, glycogen substrate, Amplex Red glucose oxidase fluorescence. Potency, µM (titrated, usually from 76.4 µM), for inactives: at the top dose activity change, negative = inhibition, actives largely listed as inhibitors. actives 0.38% (n = 300,000); active = well fitted inhibition curve with a large enough effect; inconclusive = small, poorly fitted or top-dose-only effect, or another doubt; inactive = no such curve, though single readings can be large or run the other way;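 also: 0% = full enzyme reaction and -100% = no-enzyme basal signal; the screen sought inhibitors and activators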
#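 qHTS, 1536-well; enzyme 4 nM final; cpd up to 77 uM; substrate bovine liver glycogen 30 ug; 50 mM citrate/phosphate pH 5.0, 0.01% Tween-20; 37 C, 40 min; Amplex Red detection 45 min RT; Hill fit → AC50.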
# Numbers without * were called inactive; u = inconclusive; [ ] = remark or other dose. Potency is read from the fitted curve at half-maximal effect. Only part of the results is shown, so the mix of outcomes need not match the whole.
SMILES,GAA glycogen mod
O=C(Nc1ccc(O)c(C(=O)O)c1)c1cccc(NC(=O)c2ccco2)c1,1%[76.3 µM]
Cc1ccc(NC(=O)CSc2nnc(-c3ccco3)n2N)cc1F,4%[76.3 µM]
COc1ccc(Cl)cc1C(=O)Nc1ccncc1,2%[76.3 µM]
CC(=O)NN1C(=O)c2ccccc2NC1c1ccc(N(C)C)cc1 (stereo not drawn),-5%
COc1cccc(CC(=O)OCC(=O)NC2CCCCCC2)c1,-3%[76.3 µM]
Cc1ccc(C(C(=O)NCc2ccccc2)N(C(=O)c2ccccn2)c2ccccc2)o1 (stereo not drawn),-4%
O=C1c2cccnc2C(=O)N1Cc1ccc(F)cc1S(=O)(=O)NCc1ccco1,-7%[76.3 µM]
Cc1ccc(C(=O)Nc2cccc(NC(=O)c3ccc(C)o3)n2)o1,-12%[76.3 µM]
O=C(Cc1cccc(C(F)(F)F)c1)Nc1cccc(S(=O)(=O)N2CCCC2)c1,0%[76.3 µM]
COC(=O)CN1C(=O)[C@H]2[C@@H](c3ccc(C)o3)N3C(=O)CN(Cc4ccccn4)C(=O)[C@@]3(C)[C@H]2C1=O,-28%[76.3 µM]
O=C(O)c1ccc2c(=O)n3c(nc2c1)/C(=C/c1cccc(Cl)c1Cl)CC3,4%
CC(=O)Nc1ccc(NC(=O)CSc2nc(N)c(NC(=O)c3ccco3)c(=O)[nH]2)cc1,2%[76.3 µM]
CC(C)(C)c1ccc(C(=O)Nc2nnc(SCC(=O)NCC3CCCO3)s2)cc1 (stereo not drawn),-3%[76.3 µM]
COc1ccc(N(C(=O)CNC(=O)c2ccco2)C(C(=O)NCC2CCCO2)c2ccc(OC)c(OC)c2)cc1 (stereo not drawn),4%
c1ccc(N2CCN(C3CC4CCC3C4)CC2)cc1 (stereo not drawn),-3%[76.3 µM]
Cc1cccc(N2CC(C(=O)Nc3nnc(SCCC4OCCO4)s3)CC2=O)c1 (stereo not drawn),4%[76.3 µM]
CC(CCc1ccccc1)NC(=O)CC(C)c1ccccc1 (stereo not drawn),-3%[76.3 µM]
Cc1ccc(CN2CCC(N3CC(C)OC(C)C3)CC2)cc1 (stereo not drawn),-3%
CC(=O)c1cccc(NC(=O)CC2S/C(=N/N=C3CCCCCC3)NC2=O)c1 (stereo not drawn),u
O=C(c1c(F)cccc1F)N1CCC(O)(c2ccc(F)cc2)CC1,-1%[76.3 µM]
O=C(CCN1CCN(S(=O)(=O)c2cccc([N+](=O)[O-])c2)CC1)Nc1ccccc1F,-9%[76.3 µM]
Cc1ccc(NC(=O)C2CCCN(S(=O)(=O)c3ccc(-n4cnnn4)cc3)C2)cc1 (stereo not drawn),-1%
COc1ccc(-n2nc(C(=O)NCC(=O)Nc3cc(OC)c(OC)c(OC)c3)c3ccccc3c2=O)cc1,-9%
COc1cc(/C=C2\SC(=S)N(CCC(=O)N3CCCCC3)C2=O)cc(OC)c1OC,-5%
Cc1ccc(C)c(NS(=O)(=O)c2ccc(-c3coc(C)n3)cc2)c1,2%[76.3 µM]
CCCc1ccc(OCc2ccc(C(=O)N3CCSCC3)o2)cc1,-13%
N#CC1(NC(=O)COC(=O)c2ccccc2SCC(=O)N2CCCC2)CCCCC1,-7%[76.3 µM]
N/C(=N\OC(=O)c1ccccc1F)c1ccc([N+](=O)[O-])cc1,3%
Cc1cccc(NC(=O)c2cc(-c3cc(C)c(C)cc3O)n[nH]2)c1,2%
COc1cc(OC)c(OC)cc1/C=C1\Oc2cc(OCC(=O)N3Cc4ccccc4C[C@H]3C(=O)O)ccc2C1=O,-14%[76.3 µM]
CCN(Cc1ccccc1)C1CCN(Cc2ccccc2)CC1,-5%[76.3 µM]
COCc1ccc(C(=O)N2CCCCC2C(=O)Nc2ccc(-n3nc(C)cc3C)cc2)o1 (stereo not drawn),-1%[76.3 µM]
CCN(CC)CCN(C(=O)c1ccc(C(=O)c2ccccc2)cc1)c1nc2ccc(OC)cc2s1,-2%[76.3 µM]
O=C(NC1CCCN(c2ccc(C(F)(F)F)cn2)C1)c1ccncc1 (stereo not drawn),-5%[76.3 µM]
CCOC(=O)C1=C(COC(=O)/C=C/c2ccccc2Cl)NC(=O)NC1C (stereo not drawn),6%[76.3 µM]
O=C(CCN1C(=O)/C(=C\c2ccccc2Cl)SC1=S)Nc1cccnc1,-12%[76.3 µM]
CCCC(=O)N(CCN1CCOCC1)c1nc2c(OC)ccc(OC)c2s1,7%[76.3 µM]
COn1c(-c2ccc(Cl)cc2)nc2ncccc21,-1%
COc1ccc(CNc2ncc(-c3ccccc3)n2C)c(OC)c1OC,u
O=C(CSc1nncn1-c1cccnc1)Nc1cccc(C(F)(F)F)c1,10%
COc1ccc(CNC(=O)CN2C(=O)CCSc3ccc(S(=O)(=O)N4CCCC4)cc32)cc1,5%[76.3 µM]
CCc1ccc(NC(=O)CSc2nnc(-c3cnccn3)n2C)cc1,-1%[76.3 µM]
Cc1ccc(/C=N/NC(=O)Cc2ccc(Cl)cc2)c(O)c1,1%[76.3 µM]
CCN(CC1CCCO1)C(=O)C1CCN(C2CCN(Cc3ccccc3C)CC2)CC1 (stereo not drawn),3%[76.3 µM]
COCCCNC(=O)C(=O)Nc1cc2c3c(c1)CCN3C(=O)CC2,4%[76.3 µM]
CCOC(=O)N1CCc2c(sc3c2c(=O)n(Cc2ccccc2)c(=O)n3CC(=O)NCC2CCCO2)C1 (stereo not drawn),-3%[76.3 µM]
CC(C)C[C@@H](CO)N1CCN(Cc2cccc(C#N)c2)CCC1=O,-4%[76.3 µM]
CCn1c(SCC(=O)Nc2ccccc2)nc2ccccc2c1=O,-2%[76.3 µM]
CCn1cc(S(=O)(=O)NCCc2ccccc2OC)cn1,-6%[76.3 µM]
O=C(c1ccccc1F)N1CCN(c2ccccn2)CC1,2%[76.3 µM]

# 6 neighbouring compounds already listed, quoted:
SMILES,GAA glycogen mod
COc1ccc(CNC(=O)CN2C(=O)CCSc3ccc(S(=O)(=O)N4CCCC4)cc32)cc1,5%[76.3 µM]
CCc1ccc(NC(=O)CSc2nnc(-c3cnccn3)n2C)cc1,-1%[76.3 µM]
Cc1ccc(/C=N/NC(=O)Cc2ccc(Cl)cc2)c(O)c1,1%[76.3 µM]
CCN(CC1CCCO1)C(=O)C1CCN(C2CCN(Cc3ccccc3C)CC2)CC1 (stereo not drawn),3%[76.3 µM]
COCCCNC(=O)C(=O)Nc1cc2c3c(c1)CCN3C(=O)CC2,4%[76.3 µM]
CCOC(=O)N1CCc2c(sc3c2c(=O)n(Cc2ccccc2)c(=O)n3CC(=O)NCC2CCCO2)C1 (stereo not drawn),-3%[76.3 µM]

# (cont.)
SMILES,GAA glycogen mod
CCOc1ccccc1NS(=O)(=O)c1c(C)[nH]c(C)c1C(=O)N1CCCCC1,-7%[76.3 µM]
CN(C)S(=O)(=O)c1ccc(NC(=O)CCCNC(=O)c2ccc(Cl)cc2)cc1,1%
Cc1ccc(C)c(NC(=O)CN(C)C(=O)c2ccc(Cl)nc2)c1,3%
CC(C)CCC(CCNCc1ccccn1)c1ccc2c(c1)OCO2 (stereo not drawn),7%
O=C(c1cc(COc2cccc(C(F)(F)F)c2)on1)N1CCC(Oc2cccnc2)CC1,-2%[76.3 µM]
Cc1cc(NC(=O)Nc2ccc(OCc3ccccc3)cc2)n(C)n1,-1%
Cc1oc2c(c(C)cc3oc(=O)c(CC(=O)NCC(=O)NCC(=O)NCC(C)O)c(C)c32)c1C (stereo not drawn),2%
CCOC(=O)CN1C(=O)/C(=C/c2c(F)cccc2Cl)Oc2ccccc21,2%
COc1ccc(C)cc1NC(=O)CCC(=O)Nc1nnc(C2CCCCC2)s1,2%[76.3 µM]
O=C(NCCO)c1cc(-c2cc(C(=O)NCCO)c3ccccc3n2)nc2ccccc12,-1%
O=C(CCc1nnc2n(Cc3ccc(Cl)cc3)c(=O)c3ccccc3n12)NCCCN1CCOCC1,1%[76.3 µM]
COc1ccc(Cl)cc1N(C(C)=O)c1nc(C)cc(C)c1C#N,18%[76.3 µM]
Cc1ccccc1CC(=O)N1CCN(C(=O)c2ccco2)CC1,-12%[76.3 µM]
CCOc1ccc(CCNC(=O)c2cccc(NC3=NC4CS(=O)(=O)CC4S3)c2)cc1 (stereo not drawn),15%[76.3 µM]
O=C(NC1CCCCC1)C1CCN(C(=O)c2ccccc2Cl)CC1,6%
Cn1c(CC(=O)Nc2ccccc2Cl)nnc1SCC(=O)NC1CCCCC1,11%
Cc1ccc(NC(=O)CCS(=O)(=O)c2ccc3c(c2)NC(=O)C(C)S3)nc1 (stereo not drawn),-2%[76.3 µM]
CC(C(=O)OCC(=O)c1ccc(Br)cc1)N1C(=O)C2C3CCC(C3)C2C1=O (stereo not drawn),0%
Cc1ccccc1N(CC(=O)NCC1CCCO1)C(=O)CCC(=O)Nc1nccs1 (stereo not drawn),13%
Cc1nn(CC(=O)NCCN2CCOCC2)c(=O)c2cc3sccc3n12,-2%[76.3 µM]
CCOC(=O)c1cccc(NC(=O)CC2Oc3ccccc3NC2=O)c1 (stereo not drawn),1%
COCC(=O)N1CCC(Oc2ccc(C(=O)NC3CCOC(C)(C)C3)cc2)CC1 (stereo not drawn),4%[76.3 µM]
CCCCC1CCC(C(=O)NCC(c2ccco2)N2CCOCC2)CC1 (stereo not drawn),-8%[76.3 µM]
CCn1c(SCC(=O)NCC2CCCO2)nc2c([nH]c3ccccc32)c1=O (stereo not drawn),1%[76.3 µM]
CCCCNC(=O)c1ccc(CS(=O)(=O)c2ccccc2OC)o1,-1%
O=S(=O)(NCc1ccc(C(F)(F)F)cc1)c1ccc(-n2cnnn2)cc1,-1%[76.3 µM]
O=C(NCc1nnc(SCC(=O)N2CCCC2)o1)c1ccc(F)cc1,0%[76.3 µM]
CCOc1cc(/C=C/c2cccc[n+]2C)ccc1OCC(=O)Nc1ccc(C)cc1,1%
OCC[C@@H]1C[C@@H](O)[C@H](O)[C@@]2(Cc3ccccc3CCO2)O1,-4%[76.3 µM]
C/C(=N\NC(=O)c1cc(O)cc(O)c1)c1ccc(NC(=O)Cc2ccccc2)cc1,-4%[76.3 µM]
CCC(C(=O)NC(C)(C)C)N(Cc1ccccc1Cl)C(=O)c1snc(C(N)=O)c1N (stereo not drawn),-14%[76.3 µM]
CCCn1c(C(O)c2ccc(C)cc2)nc2ccccc21 (stereo not drawn),-9%[76.3 µM]
CSc1ncccc1C(=O)N1CCN(C(=O)c2ccccc2)CC1,0%
O=C1c2ccccc2C(=O)c2[nH]c(=O)[nH]c21,0%
COc1ccc(C(=O)NCCc2nnc3ccc(SCC(=O)NCc4ccccc4)nn23)cc1,0%[76.3 µM]
O=C(CNC(=O)c1ccccc1)OCC(=O)c1cccs1,-2%
CCc1ccccc1N1C(=O)C(Cl)=C(N2CCOCC2)C1=O,7%[76.3 µM]
CC1(C)CC(=O)C=C(Nc2ccccc2C#N)C1,15%[76.3 µM]
COc1cc(NC(=O)CC(C)n2ccnc2)cc(OC)c1 (stereo not drawn),-5%
C/C=C/c1ccc(OCCn2nnc3ccccc32)c(OC)c1,-5%[76.3 µM]

# An excerpt of these results, with values ahead of the structure.
GAA glycogen mod | structure
0% | CSc1ncccc1C(=O)N1CCN(C(=O)c2ccccc2)CC1
0%[76.3 µM] | COc1ccc(C(=O)NCCc2nnc3ccc(SCC(=O)NCc4ccccc4)nn23)cc1

# Remaining list, next part:
SMILES,GAA glycogen mod
COc1ccc(CNC(=O)CN(Cc2ccccc2Cl)C(=O)c2csnn2)cc1,1%
O=C(C[n+]1ccccc1)c1ccc(Cl)cc1,1%
COc1ccccc1NCc1nnc(-c2ccccc2)o1,0%[76.3 µM]
COc1cc2c(cc1OC)C1OC(c3ccsc3)(C2)Oc2cc(C)oc(=O)c21 (stereo not drawn),-9%[15.3 µM]
Cc1ccc(N2C(=O)N3[C@H](c4ccc(F)cc4)[C@@H]4C(=O)N(C5CCCCC5)C(=O)[C@@H]4[C@]3(Cc3ccccc3)C2=O)cc1,-9%[76.3 µM]
NC(=O)C1CCN(C(=O)COc2ccc3ccccc3c2Br)CC1,3%[76.3 µM]
O=C(CN1C(=O)/C(=C/c2ccccc2F)Sc2ccccc21)NCCCN1CCOCC1,-4%[76.3 µM]
COCCn1c(C(F)(F)F)ccc(NC(=O)c2ccccc2)c1=O,4%
Cc1nn(CC(=O)NCCCN2CCN(Cc3ccccc3)CC2)c(=O)c2cc(-c3ccccc3)nn12,-4%[76.3 µM]
O=C(NC1CCCCC1)C(c1ccc(F)cc1)N(CCCN1CCOCC1)C(=O)c1ccc(CN2CCOCC2)o1 (stereo not drawn),-8%[76.3 µM]
Cc1cc(OCCCC(=O)NCCc2ccccn2)ccc1Cl,-4%
OCC1(CCOc2ccccc2)CCN(Cc2cc(Cl)ccc2O)CC1,-8%[76.3 µM]
COc1cc2c(cc1OC)CN(C(=O)C1CCCN1S(=O)(=O)c1ccc(F)cc1)CC2 (stereo not drawn),6%
CCc1ccc(NC(=O)CNCc2ccc(OC)c(OC)c2)cc1,7%
CN(CC(=O)Nc1cccc(F)c1)CC(=O)Nc1ccccc1Oc1ccccc1,-4%
CC(Sc1nc2ccccc2s1)C(=O)N(C)Cc1ccccc1 (stereo not drawn),-7%
Cc1ccc(C)c(-c2csc(Nc3ncccn3)n2)c1,4%

# Sorted by the number under GAA glycogen mod (low to high): some entries from above
Compound	GAA glycogen mod
Cc1ccc(C(C(=O)NCc2ccccc2)N(C(=O)c2ccccn2)c2ccccc2)o1 (stereo not drawn)	-4%
Cc1ccc(NC(=O)C2CCCN(S(=O)(=O)c3ccc(-n4cnnn4)cc3)C2)cc1 (stereo not drawn)	-1%
O=C1c2ccccc2C(=O)c2[nH]c(=O)[nH]c21	0%
CN(C)S(=O)(=O)c1ccc(NC(=O)CCCNC(=O)c2ccc(Cl)cc2)cc1	1%
N/C(=N\OC(=O)c1ccccc1F)c1ccc([N+](=O)[O-])cc1	3%
Cn1c(CC(=O)Nc2ccccc2Cl)nnc1SCC(=O)NC1CCCCC1	11%

# High-throughput results (PubChem BioAssay)
